TTR transcr act = TTR transcription activation, primary screen; SH-SY5Y TTR promoter Gaussia luciferase, luminescence; 100% = recombinant luciferase protein wells; activation, % at 16.7 µM; 92,000 compounds, 1.3% hits;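 active = activation above the mean of all tested compounds plus 3 SD, cut at about 9.5% in these data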;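 also: cells exposed to compounds for one day before reading; 0% = median of all test compound wells on the plate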
Starred values were filed as active, the others as inactive. This is a subset; rates above refer to the full screens.

TTR transcr act,SMILES
0.2,CO/C=C\C=C/c1nnn(-c2ccc(Cl)cc2)n1
3.6,COC(=O)[C@@H]1C[C@@]2(O)[C@@H](O)[C@@H](O)[C@@H](O)C[C@H]2N1CC1CCCCC1
0.5,CCN1CCN(c2cc(C)c3cc(NC(=O)CCC(=O)Nc4ccc(OC)c(OC)c4)ccc3n2)CC1
0.9,O=C(COc1ccccc1[N+](=O)[O-])Nc1ccc2c(c1)OCO2
1.7,COc1cc(/C=C(\C#N)C(=O)NCC2CCCO2)ccc1OCCC(C)C (configuration not stated)
-3.5,COc1ccc(C(C)(O)c2nc(-c3cccs3)cs2)cc1 (configuration not stated)
-1.1,CC(C)(C)c1ccc(O)c(N=Cc2cc3c(cc2[N+](=O)[O-])OCO3)c1
-0.8,Cc1ccc(C)c(-n2c(-c3ccco3)n[nH]c2=S)c1
-1.1,COc1cc(/C=N/NC(=O)Cn2nnc3ccccc32)ccc1O
-0.7,CCOC(=O)c1sc(NC(=O)C2CC2)cc1C

Further compounds follow.
TTR transcr act,SMILES
-1.8,CCCN1C(=O)/C(=C/c2ccc(N3CCCC3)c(C)c2)NC1=S
-1.7,CCOC(=O)N1CCN(C(=O)c2ccccc2NC(C)=O)CC1
4.2,CCc1ccc(-n2c(SCC(=O)Nc3ccc(C(=O)O)cc3)nnc2-c2ccncc2)cc1
-3.0,COc1cccc(C(=O)Nc2ccc(F)cc2F)c1
3.8,Cc1cccc(NC(=S)NNc2cccc(Cl)c2)c1
-0.8,Cc1ccc(-n2ncc3c(=O)n(CC(=O)OCc4ccccc4)cnc32)cc1
-1.3,O=C(Nc1cc(Cl)cc(Cl)c1)c1coc(=O)c(Br)c1
-1.0,COc1ccccc1CC(=O)Nc1ccccc1C(=O)O
-3.3,COc1cccc(-c2cc3nc(NCc4ccc5occc5c4)n(C)c(=O)c3s2)c1
5.3,CCOc1ncccc1C(=O)Nc1ccccc1C(=O)NCc1ccc2c(c1)OCO2

New compounds follow.
TTR transcr act,SMILES
0.3,Cc1ccc(NC(=O)C(C)N2C(=O)c3ccccc3C2=O)nc1 (configuration not stated)
-1.4,N#Cc1cn(-c2ccccc2)nc1-c1ccc2c(c1)OCCO2
2.1,O=C(COc1ccccc1F)NCc1nc2ccccc2[nH]1
-2.2,CC(C)c1ccc(C(O)P(=O)(OC2CCCCC2)OC2CCCCC2)cc1 (configuration not stated)
-3.1,CC1CCN(C(=O)CN2C(=O)C(C)(C)Oc3ccc(C(=O)NC4CCCC4)cc32)CC1
3.3,Cc1noc(C)c1S(=O)(=O)Nc1ccccc1N1CCOCC1
1.2,Cc1ccc(NC(=O)CCC(=O)NNC(=O)C(c2ccccc2)c2ccccc2)c(C)c1
1.8,Cc1ccc(C(=O)Nc2cc([N+](=O)[O-])ccc2C)cc1
1.6,CN1NC(=O)CC1c1ccccc1 (configuration not stated)
3.5,COC(=O)c1cccc(NC(=O)CCCOc2cccc(C)c2)c1

Laid out differently: results already given
SMILES	TTR transcr act
CN1NC(=O)CC1c1ccccc1 (configuration not stated)	1.6
Cc1ccc(C(=O)Nc2cc([N+](=O)[O-])ccc2C)cc1	1.8
N#Cc1cn(-c2ccccc2)nc1-c1ccc2c(c1)OCCO2	-1.4
CC(C)c1ccc(C(O)P(=O)(OC2CCCCC2)OC2CCCCC2)cc1 (configuration not stated)	-2.2
Cc1ccc(NC(=O)CCC(=O)NNC(=O)C(c2ccccc2)c2ccccc2)c(C)c1	1.2
Cc1ccc(NC(=O)C(C)N2C(=O)c3ccccc3C2=O)nc1 (configuration not stated)	0.3
COC(=O)c1cccc(NC(=O)CCCOc2cccc(C)c2)c1	3.5

Next records:
TTR transcr act,SMILES
0.6,Cc1ccc(S(=O)(=O)N2CCC(C(=O)N3Cc4ccccc4C3)CC2)cc1
0.8,CCc1ccc(C(=O)COC(=O)c2n[nH]c3ccccc23)cc1
1.2,COc1cccc(NC(=O)CN(C)C(=O)c2csc3c2CCCC3)c1
-1.1,COC(=O)[C@]12C[C@H](CC(=O)N3CCC(c4ccccc4)CC3)C(=O)N(Cc3ccc(Cl)cc3Cl)C1=C[C@H](C1CCCC1)O[C@@H]2C
-0.6,CCC1C(=O)N(C)CCc2ccccc21 (configuration not stated)
-0.1,CC(C)(C)c1ccc(/C=C/C(=O)NC2CCS(=O)(=O)C2)cc1 (configuration not stated)
-0.5,O=C(Nc1ccccc1-c1nc2ccccc2s1)C1=COCCO1
1.0,Cc1c(NC(=O)COC(=O)c2cc3c4ccccc4n(C)c3s2)c(=O)n(-c2ccccc2)n1C
-0.6,CCOC(=O)[C@@]12CCC3=C1N(CCC3)C(=O)[C@H](CC(=O)NCc1ccc(C)o1)C2
-1.8,COC(=O)[C@]12C[C@H](CC(=O)NCCc3ccccc3OC)C(=O)N(CCc3ccc(OC)c(OC)c3)C1=C[C@H](COCc1ccccc1)O[C@@H]2C

The list continues.
TTR transcr act,SMILES
1.5,CCOc1ccc(N2CC(C(=O)Nc3ncccc3C)CC2=O)cc1 (configuration not stated)
-1.4,N/C(=N\OC(=O)CCCOc1ccccc1)c1cccc(Br)c1
-1.0,Cc1cc(C)n2ncc(C(=O)Nc3ccc4c(c3)CCC4)c2n1
0.4,C[C@H]1CCC(=O)N([C@H](CC#N)Cc2ccccc2)CC1
-1.2,Cc1ccc(NC(=O)COC(=O)CN2C(=O)c3ccccc3C2=O)cc1S(=O)(=O)N(C)C
2.3,Cc1ccc(Nc2nc(Cl)c(C=O)s2)cc1
0.6,Cc1cnc(C(=O)Oc2c(C)ccc(C)c2C)cn1
-0.1,CCC(=O)Nc1ccc(S(=O)(=O)N2CCOCC2)cc1
1.5,CN(c1ccc(OCC(=O)NCc2cccnc2)cc1)S(=O)(=O)c1ccc(Cl)cc1
1.9,NS(=O)(=O)c1ccc(CCNC(=O)CSc2ccc3ccccc3c2)cc1

An excerpt from above in order of the TTR transcr act value, largest number first:
SMILES	TTR transcr act
CCc1ccc(-n2c(SCC(=O)Nc3ccc(C(=O)O)cc3)nnc2-c2ccncc2)cc1	4.2
COC(=O)c1cccc(NC(=O)CCCOc2cccc(C)c2)c1	3.5
CCOC(=O)[C@@]12CCC3=C1N(CCC3)C(=O)[C@H](CC(=O)NCc1ccc(C)o1)C2	-0.6

The list goes on.
TTR transcr act,SMILES
-1.9,Cc1ccc(C(=O)Nc2nc3ccccc3n2CCN2CCCC2)cc1
4.9,CN(CCOc1ccc(Cl)cc1)CC(O)c1ccccc1 (configuration not stated)
-0.4,Cc1cccc(C(=O)NC(=S)NCc2cccnc2)c1
2.1,CC(C)CC(NC(N)=O)C(=O)NCCc1ccc(Cl)cc1 (configuration not stated)
-0.2,COc1ccc(S(=O)(=O)N2CCC(C(=O)NCc3ccncc3)CC2)cc1OC
-1.4,O=C(NCc1cccs1)c1ccc(CS(=O)(=O)c2ccc(Cl)cc2)o1
-0.1,O=C(CC(CC(=O)c1ccc(Br)cc1)c1cccnc1)c1ccc(Br)cc1
-0.5,C=CC[C@H](CC(=O)NCCO)C(=O)NCCOC(=O)[C@@H](CC=C)Cc1ccc(F)cc1
0.4,COc1ccc(Cl)cc1/C=C(\C#N)C(N)=O
5.9,Nc1nc(SCC(=O)N2CCCc3ccccc32)n(-c2ccccc2)n1

(continued)
TTR transcr act,SMILES
-2.0,Cn1cnc(NCc2ccccc2)c1[N+](=O)[O-]
2.6,COc1ccc(C(=O)CSc2[nH]c(=O)cc(C(F)(F)F)c2C#N)cc1
-1.1,CCOc1ccc(S(=O)(=O)NC(C)(C)C)cc1-c1nc2c(C(C)(C)C)nn(C)c2c(=O)[nH]1
-0.6,O=C(C[C@@H]1C/C=C\C[C@@H](NC(=O)OCC2c3ccccc3-c3ccccc32)C(=O)OCCNC1=O)N[C@@H](CO)Cc1ccccc1
-2.1,CC(Cc1cccs1)NC(=O)NC1CCCCC1 (configuration not stated)
2.3,CC(C)(Cc1nc2ccccc2[nH]1)C(=O)O
3.1,CC(/C=C/c1ccccc1)=N/NC(=O)C(O)c1ccccc1 (configuration not stated)
-0.8,COC(=O)c1nnn(-c2ccc(F)c(Cl)c2)c1C(=O)OC
-1.3,Cc1cc(C(=O)COc2ccc3ccc(=O)oc3c2)c(C)n1C
3.4,COC(=O)[C@]12C[C@H](CC(=O)NCc3ccc(C)o3)C(=O)N(Cc3cccc4ccccc34)C1=C[C@H](C1CCCC1)O[C@@H]2C

Continuation:
TTR transcr act,SMILES
-1.7,O=C(CNc1ccc2ccccc2c1)N/N=C/c1ccc(OC(=O)/C=C/c2ccco2)cc1
3.6,NC(=O)/C(=N\O)c1ccccc1
2.9,CCN1C(=NCCc2ccc([N+](=O)[O-])cc2)N[C@@H](c2ccccc2)[C@H](C(=O)OC)[C@H]1C
2.0,COc1ccc(NC(=S)Nc2ccccn2)cc1
3.0,Cc1cc(C)n(-c2ncccc2[N+](=O)[O-])n1
-0.7,O=C1OCC/C1=C\OCCCO/C=C1\CCOC1=O
-2.1,CCOC(=O)c1ccc(NC(=O)C2CC(O)CN2S(=O)(=O)c2ccc(C)cc2)cc1 (configuration not stated)
10*,Cc1ccccc1OCC(=O)NNC(=O)CCc1ccccc1
-0.2,CCCn1nnnc1SCC(=O)NCc1ccc(OC)cc1
4.0,CC(=O)Nc1ccc(NC(=O)C(C)OC(=O)CCc2c[nH]c3ccccc23)cc1 (configuration not stated)

Further records follow:
TTR transcr act,SMILES
0.6,O=c1cc(CN2CCN(c3ccccc3)CC2)c2ccccc2o1
-2.6,CC1=C(C(=O)Nc2cc(C(=O)N3CCC(C)CC3)ccc2C)SCCO1
1.1,Cc1cc(C)cc(NC(=S)N2CCN(Cc3ccccc3)CC2)c1
6.9,Cc1csc(SCC(=O)O)n1
0.4,O=S1(=O)c2ccc(N3CCCC3)cc2Oc2ccccc2CN1Cc1cn(Cc2ccc(F)cc2)nn1
-0.2,C[C@H](CO)N1C[C@H](C)[C@@H](CN(C)C(=O)Nc2ccccc2)Oc2ncc(-c3ccc(C#N)cc3)cc2C1=O
9.4,COc1ccc(C(=O)OCCN(C)C2CN(Cc3cn(Cc4ccccc4Cl)nn3)S(=O)(=O)C2)cc1OC (configuration not stated)
0.8,CCN(CCO)Cc1csc2c(Br)cccc12
-2.4,O=C1Cc2c([nH]c3ccc(Br)cc23)-c2ccccc2N1
-0.5,O=C(CC12CC3CC(CC(C3)C1)C2)Nc1ccc(C(=O)O)cc1

Further compounds
TTR transcr act,SMILES
0.2,C/C(=N/NC(=O)c1nnn(-c2nonc2N)c1-c1ccccc1)c1ccc2c(c1)OCO2
-0.5,O=[N+]([O-])c1cc2c(c(CSc3ncccn3)c1)OCOC2
-1.1,O=C(COC(=O)C12CC3CC(CC(O)(C3)C1)C2)Nc1cccc(Br)c1
0.5,Cc1ccc(S(=O)(=O)NC2(C(F)(F)F)NC(=O)N(c3ccc(F)cc3)C2=O)cc1 (configuration not stated)
-1.1,CNC(C)C#Cc1ccc2oc3cc(C)c(C)cc3c(=O)c2c1 (configuration not stated)
-2.6,CCN(CC#CCC(O)(c1ccccc1)C1CCCC1)C(C)C (configuration not stated)
-5.2,CCC(COC(=O)c1ccccc1)Oc1cc(NCc2ccccc2)c2ncn(C(C)C)c2c1 (configuration not stated)
2.0,COc1ncnc2c1ncn2CC1COC(C)(C)O1 (configuration not stated)
-1.9,Cc1ccc(C(=O)Nc2ccccc2C(=O)O)cc1S(=O)(=O)Nc1ccc(Br)cc1
1.3,Cc1c(C(=O)NN)sc(=S)n1C

Additional structures follow.
TTR transcr act,SMILES
0.1,CCc1cccc(C)c1NC(=O)C1C2CCC(O2)C1C(=O)O (configuration not stated)
-0.9,Fc1cccc(F)c1CSc1nc2ccccc2[nH]1
6.2,CN(C)c1oc(-c2cccs2)nc1C#N
-4.3,CC(C)C(c1nnnn1Cc1ccc(F)cc1)N1CCN(C2CCCCC2)CC1 (configuration not stated)
-5.8,Cc1ccccc1-c1cc(C(=O)Nc2sc(C(=O)OC(C)C)c(C)c2C#N)c2ccccc2n1
10*,NC(=O)[C@@H]1CCCN1C(=O)c1cc(COc2ccc3c(c2)CCCC3)on1
0.9,C/C(CCc1ccc2c(c1)OCO2)=N\NC(=O)c1ccccc1Br
-0.9,Nc1ccc(C(=O)C(=O)c2ccc(N)cc2)cc1
1.0,NS(=O)(=O)c1ccc(CCNC(=O)CN2CCN(S(=O)(=O)c3ccccc3F)CC2)cc1
0.8,O=C(Nc1nccs1)c1cc(-c2ccco2)nc2ccccc12

New compounds follow:
TTR transcr act,SMILES
3.5,COc1ccc(C(C)(C)C)cc1NC(=O)COC(=O)c1cc(SC)ccc1Cl
0.8,CC(=O)Nc1ccc(CN2CCCC(C(=O)c3ccc(C(F)(F)F)cc3)C2)cc1 (configuration not stated)
1.6,N#Cc1ccc(S(=O)(=O)N2CCN(CC(=O)Nc3ccccc3C(=O)NC3CC3)CC2)cc1
-3.7,O=C(C1=C[C@H](c2csc3ccccc23)C[C@H](OCc2ccc(CO)cc2)O1)N1CCN(Cc2ccccc2)CC1
0.4,CC[C@]1(C(=O)OC)[C@H]2C(=O)N(C)C(=O)[C@H]2[C@H]2CN(C)C(=NC3CCCCC3)N21
-0.6,CCOc1ccc(N(CC(=O)N2CCN(c3ccc(F)cc3)CC2)S(=O)(=O)c2c(C)noc2C)cc1
0.7,CC(OC(=O)c1ccc(Cl)c(S(N)(=O)=O)c1)C(=O)NCC1CCCCC1 (configuration not stated)
3.9,CCOC(=O)c1c(C)[nH]c(C)c1C(=O)CSc1nc2ccccc2n1CC
-0.7,COc1ccccc1-c1nn2c(C(F)(F)F)nnc2s1
-1.9,Fc1ccc(OCc2nc(-c3ccc(Br)o3)no2)c(F)c1

(listing goes on)
TTR transcr act,SMILES
1.8,S=C(Cc1ccc(-c2ccccc2)cc1)N1CCOCC1
-2.4,O=C(NNC(=O)c1cc2cc(OC(F)(F)F)ccc2[nH]1)c1ccc(Cl)cc1
1.4,Oc1cc(CNC2CCCCC2)c(O)cc1CNC1CCCCC1
3.1,O=CNNC(=O)c1cccc([N+](=O)[O-])c1
2.5,CC(=O)Nc1ccc(-c2nnn(CC(=O)c3ccccc3)n2)cc1Cl
1.9,O=C(NC(=O)C(F)(F)F)Nc1ccc(S(=O)(=O)Nc2nccs2)cc1
-1.7,CCCSc1nc(N2CCCC2)c2c(c1C#N)CC(C)(C)OC2
2.8,O=c1ccn([C@@H]2O[C@H](COS(=O)(=O)O)[C@@H](O)[C@H]2O)c(=O)[nH]1

Screening data: PubChem BioAssay, The Scripps Research Institute Molecular Screening Center
